# Assay outcomes as filed in PubChem BioAssay.
# GalR3 antag: GalR3 antagonists in HEK293 cells, primary screen, cell-based, fluorescence readout; Galanin receptor type 3 (Homo sapiens), O60755; HEK293 GalR3-CNG cAMP membrane potential fluorescence; galR3 body fused to GalR1 C-terminus; inhibition, % at 3 µM; 360,000 tested, 0.44% active; AID 651719, 2012;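 active means inhibition above the screen-wide average plus 3 SD, cut at about 13% in these data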;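 further: forskolin and galanin both at EC90 stimulate the cells; cAMP rise reported by CNG channel membrane potential dye signal; 0% = forskolin plus galanin with DMSO and 100% = forskolin alone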
# NS3 helicase inh: inhibitors of HCV NS3 helicase, primary screen, biochemical, Cy5 molecular beacon fluorescence; NS3 helicase DNA unwinding; inhibition, % at 10.9 µM; 290,000 tested, 0.56% active; AID 1800, 2009;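 active means inhibition above the mean of all tested compounds plus 3 SD, set per campaign, cut at about 35% in these data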;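 further: 0% = DMSO wells and 100% = thioflavine S control wells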
#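 Test system: hepatitis C virus NS3 helicase domain fragment enzyme. Also added: annealed dual-labelled DNA beacon duplex, ATP-started. Timing: 60 min unwinding reaction at 25 °C after ATP addition. Technique: Cy5 fluorescence. Measure: % inhibition of unwinding.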
# VIM-2 inh: VIM-2 metallo-beta-lactamase inhibitors, primary screen, biochemical, epi-absorbance readout, Pseudomonas aeruginosa enzyme. purified VIM-2, nitrocefin hydrolysis, epi-absorbance fluorescence. inhibition, % at 5.6 µM. 290,000 tested, 0.89% active;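 active means inhibition above the mean of all tested compounds plus 3 SD, cutoff set per screening run, cut at about 7.5% in these data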;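 further: red hydrolysis product quenches plate fluorescence so inhibitors raise well fluorescence; 0% = enzyme with DMSO and 100% = DMSO without enzyme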
# CRFR2-BP antag: antagonists of CRF-BP/CRF-R2 complex, primary screen, cell-based, HEK293, calcium dye fluorescence, uHTS; inhibition, % at 11.8 µM; AID 588475, 2011; CRF-induced calcium fluorescence; 350,000 tested, 0.59% active;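 active means inhibition of the ligand-induced calcium signal above about 50% at the single tested concentration, limit read from the data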
# IDE cell activ: human IDE activators in live cells, primary screen, fluorescence polarization, HEK cells, FAbeta-B substrate | 340,000 tested, 0.073% active | Insulin-degrading enzyme (Homo sapiens), P14735 | FAbeta-B cleavage; 0% vehicle, 100% cell-free pure enzyme wells | activation, % at 5.96 µM;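 active means activation above the mean of all tested compounds plus 3 SD, set per screening campaign, cut at about 17% in these data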
# p-CIP stab down: p/CIP-EGFP fusion destabilizers, primary screen, fluorescence, F442A cells. Q05BA5. 16 h. decrease of EGFP signal, % at 10 µM. 290,000 tested, 0.01% active. AID 1984, 2009;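 active means EGFP signal decrease of at least 30% at 10 µM or well 3 SD below plate mean, unless failing retest; inactive means the rest, including hits failing retest or dose response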; further: some compounds called inactive have numbers as strong as hits; many of its hits are not listed in these tables
# Target sequence (Q05BA5 1-1403): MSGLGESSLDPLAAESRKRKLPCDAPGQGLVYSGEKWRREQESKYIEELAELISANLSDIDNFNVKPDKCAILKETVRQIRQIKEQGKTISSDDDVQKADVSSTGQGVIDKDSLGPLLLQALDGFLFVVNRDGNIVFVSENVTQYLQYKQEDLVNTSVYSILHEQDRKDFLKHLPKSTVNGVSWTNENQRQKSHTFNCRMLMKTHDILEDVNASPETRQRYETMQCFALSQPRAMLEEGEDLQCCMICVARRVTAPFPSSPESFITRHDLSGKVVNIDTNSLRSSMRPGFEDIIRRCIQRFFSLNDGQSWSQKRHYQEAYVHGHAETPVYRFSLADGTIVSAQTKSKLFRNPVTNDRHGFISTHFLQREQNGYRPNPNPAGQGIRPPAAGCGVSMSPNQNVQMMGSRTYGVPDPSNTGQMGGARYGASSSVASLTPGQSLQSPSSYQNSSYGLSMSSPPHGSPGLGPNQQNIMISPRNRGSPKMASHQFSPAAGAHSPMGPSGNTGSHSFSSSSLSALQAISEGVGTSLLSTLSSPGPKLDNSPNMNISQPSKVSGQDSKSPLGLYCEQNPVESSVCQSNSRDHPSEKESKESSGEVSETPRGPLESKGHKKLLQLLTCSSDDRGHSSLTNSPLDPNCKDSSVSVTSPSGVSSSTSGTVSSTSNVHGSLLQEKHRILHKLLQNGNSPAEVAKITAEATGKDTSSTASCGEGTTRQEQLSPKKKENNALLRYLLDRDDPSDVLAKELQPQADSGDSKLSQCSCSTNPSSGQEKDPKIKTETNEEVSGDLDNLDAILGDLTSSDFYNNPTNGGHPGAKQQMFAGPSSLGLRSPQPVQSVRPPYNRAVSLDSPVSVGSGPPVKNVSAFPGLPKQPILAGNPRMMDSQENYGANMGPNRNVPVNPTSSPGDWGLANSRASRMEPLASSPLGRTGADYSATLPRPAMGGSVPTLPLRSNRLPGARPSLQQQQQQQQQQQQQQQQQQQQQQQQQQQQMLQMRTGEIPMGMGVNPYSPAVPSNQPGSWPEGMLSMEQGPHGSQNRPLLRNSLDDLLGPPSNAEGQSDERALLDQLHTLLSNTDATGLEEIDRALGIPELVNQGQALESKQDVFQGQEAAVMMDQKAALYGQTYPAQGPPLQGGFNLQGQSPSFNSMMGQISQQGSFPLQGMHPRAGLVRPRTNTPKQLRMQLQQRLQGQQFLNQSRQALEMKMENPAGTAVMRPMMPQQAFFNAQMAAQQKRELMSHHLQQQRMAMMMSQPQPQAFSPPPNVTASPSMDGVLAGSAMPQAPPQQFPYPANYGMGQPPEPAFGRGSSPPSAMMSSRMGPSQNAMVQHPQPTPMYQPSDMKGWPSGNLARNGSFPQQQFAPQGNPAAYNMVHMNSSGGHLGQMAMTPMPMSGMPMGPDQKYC
# UBC9 SUMO inh: inhibitors of in vitro SUMOylation cascade, primary screen, biochemical, HTRF, uHTS | HTRF SUMOylation assay, SAE1/SAE2 + UBC9 | inhibition, % at 35 µM | 290,000 tested, 0.36% active | SUMO-conjugating enzyme UBC9 (Homo sapiens), P63279; in the data active means inhibition above about 50%, passing the limit was not always enough; further: strong numbers were not always called active
# IMP-1 inhibitor: IMP-1 metallo-beta-lactamase inhibitors, primary screen, biochemical, epi-absorbance readout, Pseudomonas aeruginosa enzyme; metallo-beta-lactamase IMP-1 (Pseudomonas aeruginosa); purified IMP-1, nitrocefin hydrolysis, epi-absorbance fluorescence; inhibition, % at 5.6 µM; 290,000 tested, 0.45% active; AID 1556, 2009;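 active means inhibition above the mean plus 3 SD of all compounds in the same screening run, cut at about 4.5% in these data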;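 further: 0% = IMP-1 with DMSO and 100% = DMSO wells lacking enzyme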
#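 Assay system: purified recombinant IMP-1 beta-lactamase. Input: IMP-1 0.2 nM before substrate addition. Buffer or medium: Zinc- and detergent-supplemented HEPES buffer, pH 7.1. Schedule: 25 °C, 15 min preincubation, 25 min reaction. Signal: Epi-absorbance fluorescence, 480 nm excitation, 530 nm emission. Evaluation: percent inhibition from optical density relative to buffer-blank wells.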
# IDE inh: human IDE inhibitors in live cells, primary screen, fluorescence polarization, HEK cells, FAbetaB substrate. Insulin-degrading enzyme (Homo sapiens), P14735. FAbetaB cleavage. inhibition, % at 5.59 µM. 320,000 tested, 0.41% active. AID 434962, 2010;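 active means percent inhibition above the average of all tested compounds plus 3 SD, set per screening campaign, cut at about 16% in these data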;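 further: IDE supplied by intact live HEK cells; FP after avidin binding of uncleaved biotin substrate so inhibition keeps polarization high; 0% = DMSO wells and 100% = 60 µM reference IDE inhibitor Ii1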
# An asterisk follows results filed as active; nt = no result given.
SMILES,GalR3 antag,NS3 helicase inh,VIM-2 inh,CRFR2-BP antag,IDE cell activ,p-CIP stab down,UBC9 SUMO inh,IMP-1 inhibitor,IDE inh
N#C/C(=C\c1c(N2CCN(c3ccccc3)CC2)nc2ccccn2c1=O)S(=O)(=O)c1ccccc1,-5.4,-0.1,-8.0,-2.0,0.6,4.9,2.8,-3.3,3.8
CCn1nc(C)c(/C=N/NC(=S)Nc2ccc(Cl)cc2Cl)c1C,3.9,1.2,-3.6,-13.3,-3.8,4.6,-14.5,-1.0,-2.1
CCn1ccc(C(=O)NC2CCCC2)n1,-4.2,-0.4,-2.9,-3.5,-0.6,-6.1,-1.8,-3.6,-0.8
Cc1cc(C)cc(N(CC(=O)NCc2ccccc2)C(=O)CCC(=O)Nc2ccccn2)c1,-8.5,-6.5,0.0,-17.8,3.0,8.6,6.8,-1.4,-3.6
O=C(NNC1=C(C(=O)C(F)(F)F)CCC1)c1ccccc1Cl,-3.9,-4.2,-4.8,13.8,0.5,3.4,-6.8,-3.1,-0.4
COC(=O)Cc1c(O)ccn(Cc2cccc(C(F)(F)F)c2)c1=O,-4.5,-0.1,-2.7,6.1,0.9,5.7,-25.1,-4.9,1.6
CCCn1c(SCC(=O)Nc2ccccc2OC)nnc1-c1ccco1,-10.0,-5.3,-1.6,4.4,-1.0,-13.0,15.9,-4.3,3.7
Cc1cc(S(=O)(=O)N(Cc2ccccn2)Cc2ccco2)ccc1-n1cnnn1,-8.0,-4.4,-5.3,11.4,2.9,-3.3,-16.4,-3.1,0.1
CCOC(=O)c1c(C)c(-c2ccccc2)n(CC(=O)N2CCN(C)CC2)c1C,nt,-16.0,-2.8,-26.3,1.1,0.4,0.1,-3.1,-1.4
Cc1ccccc1Cn1c(=O)n(-c2ccccc2)c(=O)c2ccc(C(=O)NCc3ccco3)cc21,-2.1,-0.2,-1.9,nt,-3.0,-2.5,7.4,0.1,-1.4
COC(=O)c1ccc(NC(=O)C2CC(=O)N(c3ccc(C)cc3)C2)cc1 (stereo not given),-5.7,-2.5,-1.1,-12.1,3.0,3.8,16.4,-3.0,8.8
COCC(=O)N(Cc1cc2cc(OC)ccc2[nH]c1=O)c1ccc(C)cc1,2.0,-2.8,0.0,1.6,1.5,0.9,4.7,-3.0,-2.6
Cc1cc(S(=O)(=O)NC2CCCC2)ccc1F,1.0,0.5,-0.4,-13.9,-1.2,-11.2,5.9,-2.0,0.3
CN1C(=O)C(CC(=O)N2CCN(C(c3ccccc3)c3ccccc3)CC2)N(C)C1=O (stereo not given),0.1,19.8,-1.5,31.1,6.7,0.4,1.6,-2.3,0.8
COc1ccc(CNC(=S)Nc2ccccc2-c2ccccc2)cc1,nt,2.2,-1.8,nt,-1.6,8.1,-3.1,-3.2,0.4
COc1ccc(C(=O)N2CCN(C)C(C)C2)cc1OC1CCN(C(C)=O)CC1 (stereo not given),-3.1,12.3,-0.8,-14.0,4.1,-20.1,8.5,-0.6,0.1
COc1cccc(N2CC(C(=O)NNC(=O)c3ccc(Cl)cc3)CC2=O)c1 (stereo not given),2.0,-3.2,-2.2,4.7,2.7,-1.4,0.4,0.6,-2.9
COc1ccc(-c2[nH]ncc2CN(C)C(C)c2ccon2)c(OC)c1 (stereo not given),3.6,-15.2,-2.8,6.8,3.6,5.9,8.1,-1.1,-3.1
C/C(CCc1ccc2c(c1)OCO2)=N\NC(=O)c1ccc(C)cc1C,2.3,-1.7,-4.8,6.0,4.6,5.8,-3.2,-2.3,2.6
Cc1nc2ncccn2c1-c1csc(Nc2ccc(S(N)(=O)=O)cc2)n1,-5.6,2.0,16.7*,6.2,5.0,14.3,6.6,-3.1,-0.2
COc1ccc(-n2nc(C(=O)NCC(=O)NCCCN3CCC(C)CC3)c3ccccc3c2=O)cc1Cl,-10.0,-18.8,0.2,-11.8,3.6,4.6,17.7,-2.8,-0.3
Cc1ccc(-c2csc(Cc3nc(-c4cc5ccccc5oc4=O)cs3)n2)cc1,-1.4,11.2,-1.2,-24.5,0.9,-7.6,35.2,-1.4,-5.2
COc1cc(C(=O)NCCCC2CCCC2)ccc1OC1CCN(C(C)=O)CC1,-2.8,-7.3,1.7,20.7,6.6,-0.5,-3.8,-0.9,nt
COc1ccccc1NS(=O)(=O)c1cc(C(=O)NCCN2CCOCC2)ccc1Cl,-8.3,-0.1,-2.5,2.9,-4.1,-13.2,22.6,-3.4,3.2
O=C(CSc1nc2ccccc2s1)NNC(=S)Nc1ccc(Br)cc1,-2.7,5.6,-4.8,-18.5,1.4,-9.6,-168.4,-5.3,3.5
Brc1ccc2c(c1)OCCOCCOc1cc(Br)ccc1OCCOCCOCCO2,nt,-15.1,-1.1,-47.6,6.7,6.7,-17.9,-2.3,0.0
COc1ccc(C(=O)c2cccc(C(=O)c3ccc(OC)c(C)c3)c2)cc1C,-2.7,1.9,-3.9,10.0,1.0,4.2,-1.8,-4.4,nt
CCOC(=O)c1c(C)[nH]c(C(=O)OCC(=O)NC2(C#N)CCCCC2)c1C,-2.7,nt,nt,-8.1,2.2,nt,nt,nt,-1.9
COc1ccc(/C=N/NC(=O)c2ccccc2O)cc1CN1CCOCC1,-3.0,-3.3,-2.4,-15.7,-0.5,3.4,12.8,-1.5,0.5
CC1=C(C)CC(C(=O)Nc2ccc3c(c2)OCO3)C(C(=O)O)C1 (stereo not given),-7.7,4.2,-0.7,-25.7,-4.5,2.8,13.2,-0.2,-0.2
CC(=O)Nc1ccc(C(=O)Nc2cc(C(F)(F)F)ccc2-n2cnc3ccccc32)cc1,2.8,17.6,-3.6,-1.2,0.9,-5.2,-8.1,-1.4,5.1
CCOc1ccc(N(CC(=O)NCC2CCCO2)C(=O)CCC(=O)Nc2ccccn2)cc1 (stereo not given),-4.8,-3.8,1.0,2.6,2.8,-2.1,5.8,-0.5,2.3
C/C(N)=C(/C#N)C(=O)CSc1nnnn1-c1ccc(C)cc1,-5.1,-0.9,-2.3,-16.7,5.1,-3.0,-1.0,-4.5,1.1
CCC(C)c1ccccc1N1CC(C(=O)Nc2ccc(C)c(S(=O)(=O)N3CCOCC3)c2)CC1=O (stereo not given),-3.4,nt,nt,-10.0,-2.5,nt,nt,nt,0.9
O=C(c1cccc(S(=O)(=O)N2CCCC2)c1)N1CCN(c2ccccc2F)CC1,-6.3,-2.5,-1.1,9.4,2.0,-7.7,9.7,-3.7,0.4
CC(C)(CNS(=O)(=O)c1ccc2c(c1)OCCO2)N1CCOCC1,-6.2,1.4,-3.9,-0.1,4.0,18.8,2.8,-3.7,-6.0
CC(C)OP(=O)(OC(C)C)C1(O)C(=O)Nc2ccc(Br)cc21 (stereo not given),-0.9,2.5,-2.8,2.9,2.6,-18.7,1.0,-4.6,5.8
COc1ccc(CN(N=O)C2CC(=O)N(c3ccc(OC)cc3)C2=O)cc1 (stereo not given),-4.9,5.0,-5.9,4.6,nt,-5.9,-16.1,-4.9,-2.9
Cc1ccc(CNC(=O)CC(C)S(=O)(=O)c2ccc3c(c2)NC(=O)CO3)cc1 (stereo not given),2.8,-5.4,-2.4,3.7,3.1,-0.7,-1.1,-5.0,-5.4
Cc1ccc(S(=O)(=O)N2CCOCC2)cc1C(=O)N1CCN(c2ccc(C(F)(F)F)cn2)CC1,10.3,nt,nt,-31.2,-4.0,nt,nt,nt,4.2
C/C=C(\C)CN1CCC(n2nccc2NC(=O)CCc2ccccc2)CC1,1.9,-0.2,-1.6,-2.5,-0.7,-11.3,9.0,-0.6,-2.9
CCN(CC)c1ccc(NS(=O)(=O)c2cn(C)c(=O)n(C)c2=O)c(C)c1,nt,-1.6,-2.4,9.7,7.7,3.5,10.9,-5.8,-2.4
CN1CCN(C(CNC(=O)Nc2ccc(Cl)cc2)c2ccc(F)cc2)CC1 (stereo not given),-2.3,-15.7,-2.5,-6.7,-4.0,-6.9,-4.8,-3.2,2.7
COc1cnn(-c2cccc(C)c2)c(=O)c1Cl,-8.4,-11.0,-0.6,-2.3,-0.4,5.9,1.1,-3.6,4.7
COc1ccccc1N/C(N)=N/c1nc(CSc2nc3ccccc3s2)cc(=O)[nH]1,nt,6.0,-0.6,nt,nt,4.6,2.1,-3.4,-5.1
O=C(N/N=C\c1c(O)ccc2ccccc12)c1ccc(O)cc1,-3.8,13.8,-2.3,-2.7,-0.4,-5.5,-57.1,-2.1,2.1
Nc1nc(-c2ccco2)nn1C(=O)c1ccccc1Cl,-3.8,12.1,-2.3,-6.5,3.8,4.7,3.3,-1.8,nt
C/C(=N\NC(=O)COc1ccc(C(C)(C)C)cc1)c1ccc(-n2ccnc2)cc1,1.2,14.0,-2.9,-47.1,0.9,-1.4,-9.7,-2.5,-0.2
CC1CCc2sc3ncnc(N4CCN(C)CC4)c3c2C1 (stereo not given),-13.6,16.1,-1.2,-5.3,0.6,0.3,6.4,-2.1,nt
COc1ccc(CC(=O)Nc2cc(S(=O)(=O)N3CCOCC3)ccc2N2CCOCC2)cc1,-4.3,21.1,-2.7,-12.2,-2.5,8.5,0.3,-1.5,3.0
CC1(C)CC2(CCCN(C(=S)Nc3ccccc3)C2)CCO1 (stereo not given),0.6,1.6,-3.4,-2.8,-4.0,2.7,1.9,-2.2,7.2
C=CCSc1nc(N(CC)CC)c2sccc2n1,-1.9,-6.4,1.5,3.6,-0.1,-19.2,17.6,-0.7,5.2
COc1cccc(/C=N/n2nnnc2N)c1OCC#N,-5.8,nt,nt,13.4,2.8,nt,nt,nt,3.9

# Looked up by structure from the list above:
SMILES,GalR3 antag,NS3 helicase inh,VIM-2 inh,CRFR2-BP antag,IDE cell activ,p-CIP stab down,UBC9 SUMO inh,IMP-1 inhibitor,IDE inh
CC1CCc2sc3ncnc(N4CCN(C)CC4)c3c2C1 (stereo not given),-13.6,16.1,-1.2,-5.3,0.6,0.3,6.4,-2.1,nt
C=CCSc1nc(N(CC)CC)c2sccc2n1,-1.9,-6.4,1.5,3.6,-0.1,-19.2,17.6,-0.7,5.2
CC1(C)CC2(CCCN(C(=S)Nc3ccccc3)C2)CCO1 (stereo not given),0.6,1.6,-3.4,-2.8,-4.0,2.7,1.9,-2.2,7.2
COc1cccc(/C=N/n2nnnc2N)c1OCC#N,-5.8,nt,nt,13.4,2.8,nt,nt,nt,3.9
